# uPA generation: qHTS for Inhibitors of Cell Surface uPA Generation; cell surface uPA generation assay, qHTS; Potency, µM (highest dose often 38.3 µM), for the others: at the highest dose activity change, negative = inhibition, actives largely listed as inhibitors; 330,000 compounds, 0.31% hits; active = well fitted inhibition curve with a large enough effect; inconclusive = small, poorly fitted or top-dose-only effect; inactive = no such curve, though single readings can be large or run the other way; tested in mouse RAW 264.7 cells; note: potency is the fitted concentration of half-maximal effect; % is set by controls: 0 for no effect and ±100 for the full control effect; nearly all actives have a fitted effect of over 55% in size
# Eya2 phos inh: qHTS Assay for Inhibitors of the Phosphatase Activity of Eya2. recombinant Eya2, OMFP fluorescence dephosphorylation (OMFP is methylfluorescein phosphate). AID 488837, 2010. Potency, µM (series often up to 76.9 µM), for inactives: at the highest dose activity, negative = inhibition, usual class: inhibitors. Protein phosphatase EYA2 (Homo sapiens), O00167. 330,000 compounds, 0.006% hits; note: potency is the fitted concentration of half-maximal effect; % is set by controls: 0 for no effect and ±100 for the full control effect
#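 Eya2 protein (added as 0.2 uM solution) was preincubated with compound for 10 min at ambient temperature in 50 mM HEPES pH 7.5, 50 mM NaCl, 5 uM MgCl2, 0.05% BSA, 1 mM DTT. OMFP (added at 50 uM) then reacted 10 min; fluorescence read at 485/525 nm.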
# USP2a inh: qHTS Assay for Inhibitors of Ubiquitin-specific Protease USP2a Using CHOP2 as the Reporter | USP2 core, Ub-CHOP2 coupled fluorogenic reporter, 485/531 | Potency, µM (highest dose often 38.3 µM), inactives show top-dose activity change, negative = inhibition, most hits filed as inhibitors | 330,000 compounds, 0.01% hits | AID 463254, 2010;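 note: potency is the fitted concentration of half-maximal effect; plate controls were DMSO wells for no effect and full inhibition by NEM control for full effect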
#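 USP2 core (10nM final) preincubated 30min RT with compound in 20mM Tris-HCl pH 8.0, 2mM CaCl2, 2mM beta-mercaptoethanol, 0.05% CHAPS; 25nM Ub-CHOP2 plus 25nM reporter substrate added, fluorescence (Ex485/Em531) read after 60min.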
# ELG1 genotoxic: qHTS screen for small molecules that induce genotoxicity in human embryonic kidney (HEK293T) cells expressing luciferase-tagged ELG1. HEK293T ELG1-luciferase reporter, luminescence, 16 h. Potency, µM (series often up to 46 µM), without a hit: top-dose activity change, positive = activation, hits mostly activators. 330,000 compounds, 1.3% hits; note: potency is the fitted concentration of half-maximal effect; % of control where 0% means no effect; nearly all actives have a fitted effect of over 60% in size
#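 DMSO vehicle served as control against compound-treated ELG1-luciferase HEK293T cells; exposure lasted 16 hr at 37 °C and 5% CO2, followed by ONE-Glo luminescence detection after 30 min.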
# BRCA1 expr up: qHTS Assay to Identify Small Molecule Activators of BRCA1 Expression | MCF7-BRCA1-FFLuc reporter, luminescence, 48 h; response scale: scaled: vehicle 0%, 10 µM genistein 100% | Potency, µM (highest dose often 46.1 µM), inactives show top-dose activation, actives largely listed as activators | 380,000 compounds, 1.1% hits; note: potency is the fitted concentration of half-maximal effect; nearly all actives have a fitted effect of over 80% in size; some results filed as inactive show a strong effect at the top dose
#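 MCF7-BRCA1-FFLuc, 2000 cells/well; 2 h attach, 37 °C/5% CO2; compound 48 h; luciferase substrate 15 min; luminescence end-point. Norm. to genistein 10 microM max activation and DMSO; concentration-response curves fitted.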
# Integrin act MD: qHTS for Activators of Integrin-Mediated Alleviation for Muscular Dystrophy | AID 624291, 2012 | 350,000 compounds, 0.064% hits | alpha7betagal myoblasts, beta-gal FDG fluorescence, 48 h | Potency, µM (top dose mostly 38.3 µM), for the others: at the top dose activation, hits mostly activators;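 note: potency is the fitted concentration of half-maximal effect; 100% = response of the positive control SU9516; nearly all actives have a fitted effect of over 60% in size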
#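 Alpha7betagal+/- myoblasts (passage 13) were plated 16-24 hr, then exposed to compounds (1:260 dilution of DMSO stock) for 48 hours at 37C. After MPER lysis, β-galactosidase reporter activity was read as FDG fluorescence (ex 480/em 540) after 30 minutes.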
# B2AR arrestin: qHTS assay of beta-arrestin-biased ligands of beta2-adrenergic receptor; beta-arrestin recruitment to beta2AR, cell-based reporter; Potency, µM (highest dose often 46.1 µM), for inactives: top-dose activation, usual class: activators; 330,000 compounds, 0.02% hits; Beta-2 adrenergic receptor (Homo sapiens), P07550;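 note: potency is the fitted concentration of half-maximal effect; 0% = DMSO controls and full agonism = EC100 isoproterenol or metaproterenol; nearly all actives have a fitted effect of over 65% in size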
# p53 reactivation: qHTS assay for re-activators of p53 using a Luc reporter; H1299 p53-A138V BP100-luciferase reporter, luminescence, 24 h; Potency, µM (highest dose often 92.2 µM), inactives show at the highest dose activity change, positive = activation, usual class: activators; 320,000 compounds, 0.063% hits; AID 504706, 2011; note: potency is the fitted concentration of half-maximal effect; % of control where 0% means no effect; nearly all actives have a fitted effect of over 45% in size
#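 p53-null H1299 cells stably carrying temperature-sensitive p53-A138V and a BP100-luciferase reporter were pinned with compounds (4-point, 1:5 series) and held 24 hrs at 37 deg C. Luminescence was read 10 min after detection reagent.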
# S-ASM inh: Inhibitors of Secretory Acid Sphingomyelinase (S-ASM): qHTS. placental ASM, HMU-PC fluorogenic substrate, 60 min. AID 504937, 2011. 340,000 compounds, 0.006% hits. Sphingomyelin phosphodiesterase (Homo sapiens), P17405. Potency, µM (doses to about 57.5 µM), for the others: at the highest dose activity change, negative = inhibition, actives largely listed as inhibitors; note: potency is the fitted concentration of half-maximal effect
# Target sequence (P17405 47-631 limits assumed): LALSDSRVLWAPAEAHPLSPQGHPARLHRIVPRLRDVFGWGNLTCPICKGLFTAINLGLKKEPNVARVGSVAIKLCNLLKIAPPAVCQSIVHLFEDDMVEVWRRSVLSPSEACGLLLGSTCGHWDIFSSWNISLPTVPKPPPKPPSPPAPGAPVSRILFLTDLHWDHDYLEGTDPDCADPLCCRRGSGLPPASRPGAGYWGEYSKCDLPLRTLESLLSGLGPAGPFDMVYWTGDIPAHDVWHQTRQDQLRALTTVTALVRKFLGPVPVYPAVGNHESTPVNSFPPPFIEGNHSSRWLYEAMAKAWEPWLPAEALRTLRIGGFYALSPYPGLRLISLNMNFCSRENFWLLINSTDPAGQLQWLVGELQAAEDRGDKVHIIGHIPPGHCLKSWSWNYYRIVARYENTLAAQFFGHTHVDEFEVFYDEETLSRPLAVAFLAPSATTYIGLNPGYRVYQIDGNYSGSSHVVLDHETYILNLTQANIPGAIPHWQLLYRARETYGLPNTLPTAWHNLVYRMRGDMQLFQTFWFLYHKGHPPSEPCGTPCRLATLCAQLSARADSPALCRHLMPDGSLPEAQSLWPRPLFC
#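 Fluorescence read-out (Ex 386 nm, Em 447 nm) after stopping the reaction at pH 10. Enzyme: ASM from human placenta; substrate HMU-PC0, 9 uM final; 60 min, 37 °C. Compound preincubation 10 min, ambient temperature.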
# TRPV1 ag: HTS Assay for Compounds that Act as Agonists of the Vanilloid Receptor 1; Transient receptor potential cation channel subfamily V member 1 (Homo sapiens), Q8NER1; TRPV1-expressing cells, Fluo-8 calcium influx, agonist mode; activation, % at 8.33 µM; 320,000 compounds, 0.19% hits; AID 540275, 2011; in the data active = activation above about 80%; inconclusive = between about 30% and that limit; note: 0% is about no effect
#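 Cells expressing TRPV1 were dye-loaded with Fluo-8 and read kinetically: 10 s baseline, 3 min after compound (agonist portion), then 2 min after EC20 capsaicin (allosteric enhancer portion). Calcium-bound dye fluorescence at 480/520 nm.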
# PTAP TSG101 blk: qHTS Assay for Iinhibitors of HIV-1 Budding by Blocking the Interaction of PTAP/TSG101. 340,000 tested, under 10 active. Tumor susceptibility gene 101 protein (Homo sapiens), Q99816. Fluorescence polarization, FITC-PTAP peptide / Tsg101 binding. Potency, µM (titrated, usually from 115 µM), inactives show at the highest dose activity change, negative = inhibition, hits mostly inhibitors; active = well fitted inhibition curve with a large enough effect in the main read-out, with a control signal flat, not every such curve was filed as active; inconclusive = small, poorly fitted or top-dose-only effect, or effect the other way, or a change in a side signal; inactive = no such curve, though single readings can be large or run the other way; note: potency is the fitted concentration of half-maximal effect; % of control where 0% means no effect
# Target sequence (Q99816 whole entry, looked up): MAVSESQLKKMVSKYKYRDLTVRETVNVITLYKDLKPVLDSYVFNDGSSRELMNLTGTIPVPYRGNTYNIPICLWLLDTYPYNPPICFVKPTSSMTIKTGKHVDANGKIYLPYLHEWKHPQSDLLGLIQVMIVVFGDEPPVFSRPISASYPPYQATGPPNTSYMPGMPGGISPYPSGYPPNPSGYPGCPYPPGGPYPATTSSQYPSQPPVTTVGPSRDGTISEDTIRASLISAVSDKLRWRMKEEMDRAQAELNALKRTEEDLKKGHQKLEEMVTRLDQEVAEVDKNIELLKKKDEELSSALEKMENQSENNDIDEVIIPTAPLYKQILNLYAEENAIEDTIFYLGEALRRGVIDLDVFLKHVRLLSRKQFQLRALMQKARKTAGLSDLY
#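 Compounds were pin-transferred onto Tsg101 binding domain (10 uM final) in HEPES pH 7.5 buffer, then FITC-PTAP peptide was added at 50 nM final. After 20 min at RT, polarization reported peptide displacement across a qHTS concentration series.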
# The depositor's hits bear a star; ? = inconclusive; . = no result given; [ ] = dose if it differs, or a comment. Unless noted, calls come from the whole dose curve; as a rule, active = well fitted curve in the direction sought with a large enough effect; inconclusive = small, poorly fitted or top-dose-only effect, or another doubt; inactive = no such curve, though single readings can be large; an effect the other way counts as inactive or inconclusive.
canonical_smiles,uPA generation,Eya2 phos inh,USP2a inh,ELG1 genotoxic,BRCA1 expr up,Integrin act MD,B2AR arrestin,p53 reactivation,S-ASM inh,TRPV1 ag,PTAP TSG101 blk
C=CCn1c(=NC(=O)c2ccc(S(=O)(=O)N3CCCc4ccccc43)cc2)sc2cc(S(N)(=O)=O)ccc21,10%,-11%,0%,-5%,-50%,-9%,-1.0%,-3%,-6%,-1,-4%
Cc1ccc(NC(=O)C(=O)NCC2OCCc3ccccc32)cc1 (stereo not drawn),18%,-4%,1%,11%,2%,13%,-0.6%,2%,4%,-1,0%
NC(=S)NNc1ccnc2cc(Cl)ccc12,2%,1%,3%,0%,6%,-3%,-0.4%,-2%,0%,13,-2%
CCc1noc(C)c1C(=O)Nc1ccc(S(=O)(=O)N2CCCC(C)C2)cc1 (stereo not drawn),2%,6%,0%,0%,-30%,2%,0.3%,-9%,-2%,5,0%
O=C1c2ccc([N+](=O)[O-])cc2NC(c2ccco2)N1/N=C/c1ccco1 (stereo not drawn),-4%,-30%,1%,1%,25%,-24%,0.0%,8%,-7%,-6,-3%
CCOC(=O)c1cnc(SC)nc1Oc1cccc(NC(=O)c2ccc(C)cc2)c1,-2%,6%,-1%,-2%,-16%,5%,-0.3%,-6%,-1%,-7,-5%
O=C(c1ccc(N2CCCC2)c([N+](=O)[O-])c1)N1CCc2ccccc2C1,-13%,-1%,-1%,0%,2%,16%,0.4%,1%,-2%,?,-8%
CCCCCn1nc(-c2ccccc2)c2nc3ccccc3nc21,-9%,-7%,8%,-2%,-7%,14%,-0.5%,3%,-5%,9,?
COc1cccc(CNC(=O)Cc2c(C(=O)O)[nH]c3ccccc23)c1,-2%,-5%,2%,0%,1%,26%,-0.1%,0%,4%,1,-7%
Cc1cc(NC(=O)C2CC(=O)N(c3ccccc3Cl)C2)no1 (stereo not drawn),4%,7%,2%,0%,4%,-13%,-0.9%,-2%,2%,0,-3%
O=C1CSC(c2ccccn2)N1Cc1cn2ccccc2n1 (stereo not drawn),0%,1%,4%,2%,-6%,-2%,-0.5%,-4%,20%,-5,-3%
COc1ccccc1NC(=O)c1csc(-n2nc(C)cc2C(F)(F)F)n1,0%,-19%,2%,-1%,2%[1.84 µM],31%,0.1%,-5%,3%,-2,0%
CON(c1nc(Cl)nc(N(C)C)n1)S(=O)(=O)c1ccc(C)cc1,-7%,-1%,0%,-7%,-19%,-13%,-0.8%,8%,0%,-2,-2%
COc1ccccc1NC(=O)CNC(=O)c1ccc(Br)o1,17%,12%,0%,3%,-6%,?,-1.0%,-8%,-1%,-5,-4%
CCOC(CNC(=O)c1nnc(Cc2cc(OC)c(OC)c(OC)c2)o1)OCC,2%,6%,10%,?,-46%,-4%,0.1%,1%,0%,-1,2%
CS(=O)(=O)N(CCC(=O)O)Cc1ccccc1,5%,13%,-2%,0%,-1%,23%,-0.1%,0%,4%,-4,-2%
Cc1ccc(C(=O)NC2CCS(=O)(=O)C2)cc1S(=O)(=O)N1CCCCCC1 (stereo not drawn),-2%,-5%,-1%,-6%,-17%,6%,-0.4%,1%,5%,3,-3%
O=C(CCc1ccccc1)N=C1SC2CS(=O)(=O)CC2N1c1cccc(F)c1 (stereo not drawn),-5%,-5%,2%,0%,0%,15%,-0.6%,8%,-3%,0,-2%
O=C(NCc1nnc2c(C(F)(F)F)cc(Cl)cn12)c1cccs1,-3%,4%,-6%,1%,-13%,59%,0.3%,-2%,4%,0,-10%
CC(=O)Nc1nnc(SCC(=O)N2CCc3ccccc32)s1,0%,8%,2%,4%,-12%,-22%,-0.2%,2%,3%,0,0%
O=C(NCc1ccco1)/C(=C/c1ccccc1)NC(=O)c1ccco1,2%,-9%,-7%,2%,1%,6%,-0.2%,-2%,-2%,-2,-5%
CC(C)(C)S(=O)N1Cc2cc(CO)cc(-c3ccccc3)c2[C@@H]1CCO (stereo partly drawn),9%,.,.,.,30%,2%,.,.,8%,.,0%
CN(/N=C/c1ccc(C(C)(C)C)cc1)C1=NCCN1,6%,-3%,0%,-5%,1%,16%,0.1%,-2%,-4%,-1,1%
OC(CNC1CCCc2ccccc21)COc1c(Cl)cccc1Cl (stereo not drawn),13%,-6%,-2%,-7%,-41%,-30%,4.3%,5%,-2%,2,-1%
Cc1cc(Nc2ncc(Cl)cc2Cl)n(-c2ccccc2C)n1,-1%,1%,-1%,-2%,-23%,10%,2.8%,5%,0%,3,0%
CC(=O)NC(Cc1c[nH]c2ccccc12)C(=O)N1CCc2ccccc2C1 (stereo not drawn),-1%,7%,3%,-2%,-4%,-6%,0.0%,-2%,1%,.,-3%
CC(=O)N[C@@H](Cc1c[nH]c2ccccc12)C(=O)OCC(=O)Nc1ccc2c(c1)OCO2,-6%,.,.,.,-27%,-29%,.,.,-3%,.,0%
CC(O)(c1ccccc1)C(c1ccccc1)C1CCCCN1 (stereo not drawn),-4%,?,5%,-1%,3%,-8%,1.0%,-2%,-2%,2,-4%
N#CC1(C#N)C2=C(CCCC2)NC(c2ccccc2)C1(C#N)C#N (stereo not drawn),.,10%,-2%,5%,.,.,-0.4%,?,.,-1,.
CC1CCC2(CC1)NC(=S)N(c1ccccc1)N2 (stereo not drawn),0%,-1%,-1%,18%,-47%,-9%,-0.7%,6%,1%,5,1%
CCCc1cc(C(=O)Nc2cccc3ccccc23)n(C)n1,-6%,-4%,2%,-10%,-38%,-15%,0.7%,2%,-2%,6,-2%
O=C(c1ccccc1)N(Cc1ccccc1)Cc1ccccc1,-13%,-13%,1%,-6%,0%,43%,-0.2%,3%,1%,28,-4%
Cc1cc(NC(=O)CNCC(c2ccccc2)N(C)C)c([N+](=O)[O-])cc1C (stereo not drawn),-5%,-29%,2%,1%,-12%,20%,0.4%,4%,-8%,16,-8%
C=CCN(CC(=O)NCc1ccc(F)cc1)C(=O)c1csnn1,3%,3%,4%,2%,0%,29%,-0.4%,4%,6%,-1,-11%
O=C(CCC(=O)N(CC(=O)NC1CCCC1)c1ccccc1F)Nc1nccs1,-3%,18%,2%,-6%,-4%,-13%,-0.6%,-2%,4%,-1,0%
Cc1ccc2c(c1)C1CN(C)CCC1N2C(=O)c1cccc(S(=O)(=O)N2CC(C)CC(C)C2)c1 (stereo not drawn),-9%,-8%,1%,-7%,-28%,-4%,-1.0%,3%,-4%,4,-3%
COc1ccccc1C(=O)NCC(c1cccs1)N1CCc2ccccc21 (stereo not drawn),-19%,-42%,-1%,-11%,-21%,27%,0.4%,-7%,-11%,12,-1%
CCOC(=O)CNC(=O)C(NC(=O)C1CCC(C)CC1)C(C)CC (stereo not drawn),-4%,-36%,1%,1%,24%,16%,-0.4%,-4%,2%,-16,-4%
O=C(CSc1nc2cc3ccccc3cc2[nH]1)Nc1ccc(F)cc1,.,.,.,.,3%,-5%[7.66 µM],.,.,-2%,29,-4%
COc1ccc(NC(=O)c2cc(-c3ccccc3)oc2C)cc1,2%,5%,0%,-4%,-26%,31%,-0.4%,-13%,-10%,?,4%
CCCCOc1ccccc1C1NC(=O)NC(C)=C1C(=O)OCCOC (stereo not drawn),-9%,.,.,.,0%,-8%,.,.,2%,.,-7%
O=C(C1CCN(S(=O)(=O)c2ccccc2)CC1)N1CCC1,7%,6%,4%,3%,-8%,14%,-0.1%,?,1%,0,-4%
Cc1nn(C)c(C(=O)NNC(=S)NCc2ccccc2)c1Cl,-4%,14%,-1%,-1%,-1%,-9%,0.5%,.,-2%,-2,-4%
